Assay outcomes: PubChem, Broad Institute
miR122 inh – blocks miR-122 activity in Huh7 sensor cells; activation (reporter increase), % at 12.5 µM; Huh7 miR-122 Renilla luciferase sensor, 48 h; neutral wells = 0, positive control = 100; actives 0.3% (n = 340,000);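 active = mean replicate activation score at least 90 and every replicate individually at or above 90; inconclusive = only one of the two criteria met; inactive = neither criterion met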;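 also: higher luciferase means less miR-122 activity so hits act as miR-122 inhibitors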
DENV2 CPE – DENV2-induced cell death inhibition; CPE inhibition, % at 9.99 µM; DENV2-infected cells, cytopathic effect rescue, plate reader; actives 1.7% (n = 350,000); in the data active = CPE inhibition above about 20%, passing the limit was not always enough; inconclusive = no clear call, values can overlap the other calls; tested in BHK-21 cells;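 also: 0% = median of neutral control wells and 100% = median of positive control wells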
FN deposition inh – fibronectin deposition inhibition | AID 743247 | AH1F fibroblasts, Alexa488-fibronectin deposition fluorescence, overnight | actives 0.086% (n = 350,000) | inhibition, % at 12.6 µM;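 active = mean inhibition across replicates of 30% or more, regardless of how many single replicates reach that level; inconclusive = mean under 30% yet at least half of replicates reach 30%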;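 also: positive control wells lacked labelled fibronectin entirely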
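Assay system: AH1F fibroblast monolayer, labelled fibronectin deposition. Amount: 10000 cells per well. Also added: labelled fibronectin 24 nM. Compound: single-point pinned compound. Incubation: cell attachment 1 h, compound and FN exposure overnight. Detection: fluorescence after three HBSS washes, excitation 485 nm, emission 525 nm. Read-out: inhibition of fibronectin deposition signal.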
EWS-Fli inh – blocks EWS/Fli oncoprotein-driven transcription. A673 NR0B1-luciferase reporter, viability-normalised. inhibition, % at 12.6 µM. actives 0.67% (n = 350,000);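 active = mean inhibition of at least 50% after viability correction, with every replicate also passing that limit; inconclusive = mean reaches 50% but only one of two replicates passes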;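 also: firefly luciferase signal divided by Alamar Blue viability fluorescence both relative to DMSO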
INS-1E GSIS act – primary screen for activators of insulin secretion dependent on glucose, INS-1E cells, GLuc reporter luminescence; INS-1E GLuc reporter insulin secretion, 2-3 h; activation, % at 16.6 µM; actives 0.61% (n = 370,000);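 active = lowest replicate activation of at least 40%, so every replicate reaches that level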;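 also: 0% = median of neutral control wells and 100% = median of IBMX positive control wells; some compounds called inactive have numbers as strong as hits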
CFTR F508del cor – CFTR F508del correction in bronchial cells; CFBE cells, YFP halide quenching; stimulated with forskolin plus potentiator P3; % fluorescence drop versus neutral controls; activity (quench increase), % at 7.58 µM; actives 0.36% (n = 350,000); AID 720511;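 active = mean added fluorescence quench of at least 8% versus neutral control, with both replicates also reaching 8%; inconclusive = only one of the mean or replicate conditions met; inactive = mean below 8% and not both replicates reaching 8%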;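 also: cells transiently co-express mutant CFTR-F508del with the halide-sensitive YFP; corrector assay measuring rescue of mutant channel to the surface after 24 h compound exposure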
PAX8 inh HTS – inhibitors of PAX8 transcriptional activity in RMG-I cells | actives 1.2% (n = 360,000) | AID 652154 | inhibition, % at 12.6 µM | RMG-I TPO-luciferase reporter, SteadyGlo, 24 h;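 active = mean replicate inhibition at least 60% with every replicate also reaching 60%; inconclusive = only one of the two criteria is met; inactive = mean below 60% and not all replicates reaching 60%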;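 also: luciferase light reporting Pax8 driven TPO promoter activity; plate controls were median of neutral control wells for no effect and mitoxantrone controls for full effect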
* marks the source's active call; other numbers are inactive results; ? = inconclusive; . = no result given; [ ] = remark or other dose.

[1] S=c1[nH]nc(-c2ccccn2)n1/N=C/c1cccc2ccccc12
[2] CCCNC(=O)N[C@H]1CC[C@@H](CCn2cc(-c3cccc(F)c3)nn2)O[C@H]1CO
[3] COCC(=O)N1[C@H](CO)[C@H]2c3ccccc3N(C(=O)c3ccccc3F)C[C@H]21
[4] CN1CCN(c2ccc(NC(=O)COc3ccccc3[N+](=O)[O-])cc2)CC1
[5] CC=Cc1ccc2n(c1=O)C[C@H]1[C@H](CO)[C@@H](C(=O)NCc3ccncc3)N(C(=O)NC3CCCC3)[C@@H]21 (mixture of isomers)
[6] Clc1ccc(Cc2nnc(-c3ccccc3Br)o2)cc1
[7] COCC(=O)N1C[C@@H](C)[C@H](OC)CN(C)C(=O)c2ccc(NC(=O)c3ccccc3)cc2OC[C@H]1C
[8] COc1ccc(/C=C2\CN(Cc3ccccc3)C/C(=C\c3ccc(OC)cc3OC)C2=O)c(OC)c1

Screen / compound no.	1	2	3	4	5	6	7	8
FN deposition inh	2	-13	.	9	.	-8	3	1
PAX8 inh HTS	122*	8	8	-3	0	-58	.	93*
INS-1E GSIS act	.	12	12	-7	3	-3	-5	.
miR122 inh	.	.	-44[16.7 µM]	.	-2[16.7 µM]	-5	1[16.7 µM]	-7
CFTR F508del cor	0.0	3.7	-2.2	1.9	-0.6	0.4	-4.3	.
DENV2 CPE	-11	56*	?	10	-5	-1	14	.
EWS-Fli inh	3	-8	3	-11	-16	-37	0	.

[9] Cc1ccc(C(=O)N2CCc3ccccc32)cc1NC(=O)c1ccco1
[10] CC(C)CCc1c(O)nc(SCC(C)C)[nH]c1=O
[11] CS(=O)(=O)Nc1ccc2c(c1)[C@@H]1C[C@H](CC(=O)NCc3ccccc3)O[C@@H](CO)[C@@H]1O2
[12] O=C(NCc1ccc(F)cc1)C(=O)Nc1nc(C23CC4CC(CC(C4)C2)C3)cs1
[13] COC(=O)CNC(=O)Cc1c(C)n(C(=O)c2ccc(Cl)cc2)c2ccc(OC)cc12
[14] COc1ccccc1-c1ccc([C@H]2[C@@H](CO)N3CCCCN(C(=O)NC4CCCC4)C[C@H]23)cc1
[15] C[C@@H]1CN([C@H](C)CO)C(=O)c2cc(NS(C)(=O)=O)ccc2O[C@H]1CN(C)Cc1ccc(Cl)c(Cl)c1
[16] O=C1Nc2cc(C(=O)NCCCN3CCOCC3)ccc2S/C1=C/c1cccc(Cl)c1

Screen / compound no.	9	10	11	12	13	14	15	16
FN deposition inh	14	6	8	-1	-2	.	.	8
PAX8 inh HTS	28	4	-1	17	20	19	11	16
INS-1E GSIS act	-8	13	4	-4	-3	-28	0	3
miR122 inh	2	-4	5[16.7 µM]	-6	4	-4[16.7 µM]	-3[16.7 µM]	0
CFTR F508del cor	-1.6	-1.9	-2.9	-0.5	0.4	-0.9	7.1	0.0
DENV2 CPE	11	-3	.	-5	12	23*	0	12
EWS-Fli inh	-2	5	-3	19	10	9	-3	.

[17] CCOC(=O)/C=c1\s/c(=C(\C#N)C(N)=O)n(-c2ccccc2)c1=O
[18] Cc1ccc2cc(CCNC(=O)CC(C)(C)C)c(=O)[nH]c2c1C
[19] CCOC(=O)N1CCN(C(=O)c2ccc(OC)cc2)CC1
[20] CSc1nnc(SCc2nc3sc(C(=O)O)c(C)c3c(=O)[nH]2)s1
[21] O=C(O)c1cccc(-n2cccc2/C=C2\SC(=O)N(Cc3ccccc3F)C2=O)c1
[22] CC(C)NC(=O)N(C)C[C@H]1OCCCC[C@@H](C)Oc2ccc(NC(=O)CCCN(C)C)cc2C(=O)N([C@@H](C)CO)C[C@@H]1C
[23] COc1cccc(-n2c(CN3CCN(Cc4ccccc4)CC3)nc3ccc([N+](=O)[O-])cc3c2=O)c1
[24] O=C(C[C@H]1C[C@@H]2c3cc(NS(=O)(=O)c4ccc(F)cc4)ccc3O[C@@H]2[C@H](CO)O1)N1CCc2ccccc2C1

Screen / compound no.	17	18	19	20	21	22	23	24
FN deposition inh	4	5	0	0	-4	.	0	17
PAX8 inh HTS	-1	3	23	-10	7	-13	22	-3
INS-1E GSIS act	14	2	-4	-1	-21	3	8	-24
miR122 inh	-5	-3	.	-7	.	5[16.7 µM]	.	-2[16.7 µM]
CFTR F508del cor	0.0	-3.2	0.2	0.3	.	-2.4	.	2.7
DENV2 CPE	-1	-1	.	-6	-10	8	?	-3
EWS-Fli inh	-1	-24	4	-48	7	.	17	-2

[25] C[C@@H]1CN([C@@H](C)CO)C(=O)c2cc(NS(C)(=O)=O)ccc2O[C@H]1CN(C)S(C)(=O)=O
[26] CCCC#Cc1ccc2c(c1)O[C@H](CN(C)CC1CC1)[C@H](C)CN([C@@H](C)CO)S2(=O)=O
[27] O=C(/C=C\c1cccs1)N1CCN(Cc2ccc3c(c2)OCO3)CC1
[28] Cc1ccc(S(=O)(=O)NCC(=O)OCC(=O)N2CCN(C(=O)c3ccco3)CC2)cc1C
[29] COc1ccccc1CCNC(=O)C1CCC(=O)N(Cc2ccccc2OC)C1 (centres undefined)
[30] N#CCCN1CCN(S(=O)(=O)c2ccc(S(=O)(=O)NC3CCCC3)cc2)CC1
[31] C[C@H]1CN([C@@H](C)CO)C(=O)c2cc(NC(=O)C3CC3)ccc2O[C@H]1CN(C)Cc1ccc(C(=O)Nc2ccccc2N)cc1
[32] CCC(=O)c1c[nH]c(C(=O)NCc2cccs2)c1

Screen / compound no.	25	26	27	28	29	30	31	32
FN deposition inh	.	.	7	4	2	-8	.	-11
PAX8 inh HTS	.	.	-13	-8	10	-8	-2	2
INS-1E GSIS act	-2	6	-8	-13	7	8	10	-5
miR122 inh	9[16.7 µM]	24[16.7 µM]	-5	-3	.	-1	.	-3
CFTR F508del cor	1.2	-1.9	-0.2	-0.7	1.3	-2.9	-0.4	-0.2
DENV2 CPE	2	1	0	9	2	-10	-8	.
EWS-Fli inh	-3	2	3	5	-8	1	-13	-3

[33] O=C(C[C@H]1CC[C@H]2[C@@H](COC[C@H](O)CN2C(=O)Nc2ccc(Cl)c(Cl)c2)O1)NCc1ccncc1
[34] Cc1cc(C)cc(N2C(=O)CC(Sc3ncn[nH]3)C2=O)c1 (centres undefined)
[35] Nc1nonc1C(=O)N/N=C/c1ccc(Br)o1
[36] N#Cc1cccc(S(=O)(=O)NCC(=O)NCc2ccc3c(c2)OCO3)c1
[37] C[C@@H]1CN([C@H](C)CO)C(=O)c2cc(NC(=O)CCCN(C)C)ccc2O[C@H]1CN(C)CC1CCCCC1
[38] CC=Cc1ccc2n(c1=O)C[C@@H]1[C@@H](CO)[C@H](C(=O)NCC)[C@H]2N1Cc1cccc(Cl)c1 (mixture of isomers)
[39] CC(O/N=C\c1ccccc1O)C(=O)Nc1ccccc1C(=O)N1CCOCC1 (centres undefined)
[40] C/C(=N/NC(=O)Cc1cccs1)c1ccco1

Screen / compound no.	33	34	35	36	37	38	39	40
FN deposition inh	-13	1	10	24	.	.	-5	1
PAX8 inh HTS	15	-2	-3	-18	.	1	16	-25
INS-1E GSIS act	-42	-5	8	17	12	-9	27	-9
miR122 inh	-5[16.7 µM]	.	.	-1	6[16.7 µM]	.	.	.
CFTR F508del cor	-2.1	0.1	-0.1	-4.7	2.4	.	.	.
DENV2 CPE	6	0	?	-6	?	2	.	-1
EWS-Fli inh	-26	7	6	7	3	2	.	-7

[41] C(#Cc1ccccc1)CN1CCCCC1
[42] COc1cccc(CNC(=O)C[C@H]2C=C[C@H](NC(=O)C3CC3)[C@H](CO)O2)c1
[43] OC(c1ccccc1)c1nc(-c2cc3ccccc3o2)cs1 (centres undefined)
[44] O=C(COC(=O)COc1ccc(Cl)cc1Br)NC1CCCCCC1
[45] C[C@@H]1CN([C@@H](C)CO)C(=O)CCCn2cc(nn2)CO[C@H]1CN(C)Cc1cccc(C(=O)O)c1
[46] CC(=O)N/C(=C\c1cccc([N+](=O)[O-])c1)C(=O)NC1CCCCC1
[47] O=C(CNc1ccc(Cl)cc1)c1ccc(Br)cc1
[48] O=C(Nc1ccccc1)N1CCCCN2[C@H](CO)[C@@H](c3ccc(C4=CCCCC4)cc3)[C@H]2C1
[49] CCC(C)c1ccc(NC(=O)COC(=O)c2nc3nccc(C)n3n2)cc1 (centres undefined)
[50] O=C(Nc1cccc(-c2nc3ccccc3s2)c1)c1ccc2c(c1)OCO2
[51] O=C(COC(=O)CNC(=O)c1ccccc1)NCCNC(=O)COC(=O)CNC(=O)c1ccccc1

Screen / compound no.	41	42	43	44	45	46	47	48	49	50	51
FN deposition inh	.	4	5	-13	7	3	-7	.	-6	.	-5
PAX8 inh HTS	6	9	-189	4	-11	-23	-14	16	-4	.	-2
INS-1E GSIS act	12	-5	-13	14	2	.	.	-14	8	10	13
miR122 inh	.	.	0	-13	26[16.7 µM]	1	17	-22[16.7 µM]	.	3	-6
CFTR F508del cor	0.9	0.0	1.0	3.0	-0.6	-0.3	-4.2	0.9	-3.4	-4.9	-0.9
DENV2 CPE	-2	5	0	1	-4	9	-8	-31	1	4	-4
EWS-Fli inh	1	2	-96	2	0	-34	-2	3	-11	-29	-24

Arranged by molecular weight (highest first): some entries from above.
[25] C[C@@H]1CN([C@@H](C)CO)C(=O)c2cc(NS(C)(=O)=O)ccc2O[C@H]1CN(C)S(C)(=O)=O
[3] COCC(=O)N1[C@H](CO)[C@H]2c3ccccc3N(C(=O)c3ccccc3F)C[C@H]21
[47] O=C(CNc1ccc(Cl)cc1)c1ccc(Br)cc1
[32] CCC(=O)c1c[nH]c(C(=O)NCc2cccs2)c1

Screen / compound no.	25	3	47	32
FN deposition inh	.	.	-7	-11
PAX8 inh HTS	.	8	-14	2
INS-1E GSIS act	-2	12	.	-5
miR122 inh	9[16.7 µM]	-44[16.7 µM]	17	-3
CFTR F508del cor	1.2	-2.2	-4.2	-0.2
DENV2 CPE	2	?	-8	.
EWS-Fli inh	-3	3	-2	-3

Entries of single compounds, looked up by structure. Values in the order: FN deposition inh	PAX8 inh HTS	INS-1E GSIS act	miR122 inh	CFTR F508del cor	DENV2 CPE	EWS-Fli inh
C[C@@H]1CN([C@@H](C)CO)C(=O)CCCn2cc(nn2)CO[C@H]1CN(C)Cc1cccc(C(=O)O)c1 in the list: 7	-11	2	26[16.7 µM]	-0.6	-4	0
OC(c1ccccc1)c1nc(-c2cc3ccccc3o2)cs1 (centres undefined) in the list: 5	-189	-13	0	1.0	0	-96
